PMI act satM6P = increases human PMI activity with near-saturating mannose 6-phosphate. P34949. coupled PMI enzyme assay, resazurin fluorescence, 20 min; stronger effect = higher value; 1 = untreated enzyme, 0 = substrate-free blank. activation factor at 20 µM. 190,000 tested, 0.34% active. AID 1216;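 active means activation factor of 2 or more at 20 µM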
Target sequence (P34949 whole entry, looked up): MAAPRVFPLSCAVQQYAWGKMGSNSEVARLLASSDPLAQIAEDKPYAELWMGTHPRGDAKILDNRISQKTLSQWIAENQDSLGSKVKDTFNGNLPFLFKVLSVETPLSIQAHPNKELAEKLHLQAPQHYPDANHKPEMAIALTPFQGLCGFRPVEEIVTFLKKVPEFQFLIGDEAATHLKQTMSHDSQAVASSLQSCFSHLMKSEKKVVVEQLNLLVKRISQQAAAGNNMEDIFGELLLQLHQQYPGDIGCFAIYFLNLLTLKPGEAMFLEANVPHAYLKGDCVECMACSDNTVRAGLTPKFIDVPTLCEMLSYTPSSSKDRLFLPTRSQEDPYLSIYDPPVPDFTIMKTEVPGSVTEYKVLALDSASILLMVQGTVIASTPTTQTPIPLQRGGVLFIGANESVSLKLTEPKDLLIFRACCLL
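Test system – human PMI in coupled enzyme assay · Timing – 20 min incubation at room temperature · Detection – Diaphorase-driven resazurin-to-resorufin fluorescence, excitation 544, emission 590 nm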
TNAP act hi DEA = TNAP (human) activation, high acceptor; purified TNAP, CDP-star luminescence, 1 M DEA, 30 min; stronger effect = higher value; 0 = EDTA background, 1 = DMSO-only activity; activation factor at 20 µM; 200,000 tested, under 10 active; AID 1136;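 active means activation factor at least 2 at 20 µM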
Target sequence (P05186 whole entry, looked up): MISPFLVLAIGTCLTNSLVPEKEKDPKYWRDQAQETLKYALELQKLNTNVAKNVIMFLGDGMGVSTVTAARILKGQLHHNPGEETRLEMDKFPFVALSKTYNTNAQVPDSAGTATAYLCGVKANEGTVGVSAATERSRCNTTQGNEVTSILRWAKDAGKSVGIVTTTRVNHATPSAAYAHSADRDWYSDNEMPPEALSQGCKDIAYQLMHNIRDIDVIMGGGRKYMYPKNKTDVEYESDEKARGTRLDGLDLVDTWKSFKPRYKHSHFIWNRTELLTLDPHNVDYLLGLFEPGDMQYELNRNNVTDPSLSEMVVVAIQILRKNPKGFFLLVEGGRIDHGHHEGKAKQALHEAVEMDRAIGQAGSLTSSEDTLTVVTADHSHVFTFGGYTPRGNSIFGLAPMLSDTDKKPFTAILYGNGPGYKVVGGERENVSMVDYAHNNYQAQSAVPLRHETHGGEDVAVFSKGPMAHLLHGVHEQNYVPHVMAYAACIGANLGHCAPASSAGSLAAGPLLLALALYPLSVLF
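system = human TNAP | amount = enzyme diluted 1/800 final | reagent = 100 µM CDP-star substrate | signal = luminescent substrate turnover signal | dosing = one dose, 20 µM | benchmarks = EDTA negative control, DMSO positive control | measure = activation factor | timing = 30 min reaction, room temperature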
TNAP inh hi DEA = TNAP (human) inhibition, high acceptor | inhibition, % at 20 µM | purified TNAP, CDP-star luminescence, 1 M DEA | AID 1135 | 200,000 tested, 0.03% active | P05186;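 active means over 50% inhibition of tissue-nonspecific alkaline phosphatase at 20 µM in the single-dose screen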;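 further: plate controls were DMSO wells for no effect and EDTA-quenched wells as full inhibition for full effect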
TNAP inh noacc = inhibitors of human TNAP without phosphate acceptor; P05186; purified TNAP, CDP-star luminescence, 30 min; inhibition, % at 20 µM; 200,000 tested, 0.26% active;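 active means tissue-nonspecific alkaline phosphatase inhibition above about 50% at 20 µM in the single-dose screen, limit read from the data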;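 further: 0% = DMSO negative control and 100% = EDTA positive control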
PMI activator = increases human mannose-6-phosphate isomerase activity; purified human PMI, coupled resazurin fluorescence, 20 min; stronger effect = higher value; 1 = vehicle control, 0 substrate-free wells; P34949; activation factor at 20 µM; 190,000 tested, 0.005% active;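 active means activation factor of 2 or more at 20 µM, relative to plate controls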
Diaph act CS = activates diaphorase or chemically reduces, flagging diaphorase assay artifacts | Diaphorase/resazurin coupled assay, resorufin fluorescence, 16 min; stronger effect = higher value; 1 = vehicle wells, 0 = NADH-free wells | 190,000 tested, 0.005% active | activation factor at 20 µM | AID 1229;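 active means diaphorase activity raised at least twofold by the compound at 20 µM; inactive means activation factor below 2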
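Material: purified diaphorase enzyme from Clostridium kluyveri / Medium: HEPES pH 7.4 buffer with MgCl2 and Tween 20 / Schedule: enzyme reaction of 16 min at room temperature / Measured by: resorufin fluorescence, excitation 544 nm, emission 590 nm / Evaluation: rise in resorufin formation, marking diaphorase activation or chemical reduction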
Diaphorase inh = counter-screen for diaphorase-based assays: diaphorase inhibitors and chemical oxidizers; diaphorase resazurin-to-resorufin fluorescence, NADH, 16 min; bacterial (C. kluyveri) enzyme, not human; inhibition, % at 20 µM; 190,000 tested, 0.69% active;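 active means primary screen inhibition at 20 µM above a set limit, cut at about 50% in these data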;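 further: plate controls were DMSO with full reaction for no effect and wells lacking NADH for full effect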
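Detection: fluorescence of resorufin formed from resazurin, Ex 544/Em 590 nm; test system: Clostridium kluyveri diaphorase enzyme; amount: 0.14 U/mL diaphorase, enzyme working solution; times: 16-min room-temperature incubation before reading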
G6PDH counter = inhibits Leuconostoc G6PDH, flagging false hits in G6PDH-based assays; 200,000 tested, 0.12% active; Purified L. mesenteroides G6PDH, diaphorase/resazurin coupled fluorescence, 45 min; AID 1020; inhibition, % at 5 µM; in the data active means inhibition above about 50%
HMGR II inh = blocks class II HMG-CoA reductase of Enterococcus faecalis; purified E. faecalis HMGR, NADPH absorbance 340 nm kinetic; inhibition, % at 10 µM; 190,000 tested, 0.41% active;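 active means inhibition above a set limit, the median over all tested compounds plus 3 SD, cut at about 9.5% in these data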;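 further: enzyme runs in reverse so mevalonate oxidation gives rising NADPH absorbance; 0% = complete reaction with DMSO and 100% = background rate lacking mevalonate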
FLuc act counter = affects firefly luciferase, flagging false hits in luciferase stimulation screens; P08659; ATPlite luciferase biochemical, luminescence, 10 min; 0 = ATP-free wells, 1 = DMSO control; 200,000 tested, under 10 active; activation factor at 10 µM; AID 1027;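 active means luciferase activation factor, scaled between plate controls, of at least 2 with compound at 10 µM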
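System: Luciferase/luciferin detection reagent, cell-free biochemical luciferase assay | Medium: PBS buffer for ATP | Dosing: Test compounds dosed from 2 mM stocks in 100% DMSO | Timing: 10 min at ambient temperature | Signal: Luminescence measurement of luciferase light output | Evaluation: Luciferase activation, seen as luminescence increase over controls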
* hit, by the source's call.

SMILES	PMI act satM6P	TNAP act hi DEA	TNAP inh hi DEA	TNAP inh noacc	PMI activator	Diaph act CS	Diaphorase inh	G6PDH counter	HMGR II inh	FLuc act counter
Cc1nc(-c2ccccc2)ccc1C(=O)O	1	1.1	-7	-14	1	1	-1	7	-3	1
Cc1ccccc1OCC(=O)Nc1nc(C)c(C(=O)N(C)C)s1	0.9	1.1	-6	-9	1	0.9	8	-3	1	1
CN(CC(=O)Nc1ccc(F)cc1)C(=O)CSc1nc2ncc(Cl)cc2[nH]1	1.1	1	-3	-14	1.1	0.8	17	5	2	1.1
CCCc1cc(-c2n[nH]c(=S)n2Cc2ccccc2)cs1	0.8	1	1	43	0.8	0.8	22	5	-3	1.1
CNC(=O)c1cc2c(ccc3ccccc32)oc1=N	0.6	1	-3	0	0.9	0.9	11	8	-3	0.9
CN1C(=O)CC(Nc2cccc3cccc(N)c23)C1=O (stereo not drawn)	0.5	0.9	14	-9	0.6	0.3	67*	22	-6	1
CON1C(=O)C(=O)N(OC)C(C)(C)C1(C)C	0.6	1	1	-9	0.8	0.8	22	-1	-5	1
O=C(CSc1nc(O)cc(=O)[nH]1)Nc1ccc2c(c1)CCC2	0.9	1.1	-5	-2	0.9	0.9	15	-10	-2	1.1
Cc1cccc(C)c1NC(=S)N(Cc1cccs1)C1CCCC1	0.8	1	1	0	0.9	0.9	8	11	0	1
COC(=O)c1ccc(NC(=O)C23CC4CC(C2)CC(n2cncn2)(C4)C3)cc1	1	1	-2	-7	1	0.9	5	4	-8	1.1
CN(/N=C/c1ccncc1)c1cnc2ccccc2n1	1.1	1.1	-6	2	1.1	1.2	-18	0	-1	0.4
CN1CCN(c2ccc(NC(=O)CN3CCOCC3)cc2F)CC1	1	1.1	-6	0	1.1	1.2	-16	9	-2	1
c1ccc(CCn2c(C3CC3)nc3ccccc32)cc1	1	1	-1	-20	1.1	0.9	8	2	-1	1.1
Cc1cccc(-n2ncc3c(N4CCCc5ccccc54)ncnc32)c1	1	1.1	-6	-13	0.9	0.8	20	0	1	0.6
Cc1nc(NCc2ccc3c(c2)OCO3)c2nnn(Cc3ccccc3)c2n1	1	1.1	-10	-4	1.2	0.9	10	3	0	1.1

Part of the list above, limited to FLuc act counter:
canonical_smiles,FLuc act counter
CON1C(=O)C(=O)N(OC)C(C)(C)C1(C)C,1
O=C(CSc1nc(O)cc(=O)[nH]1)Nc1ccc2c(c1)CCC2,1.1
Cc1cccc(C)c1NC(=S)N(Cc1cccs1)C1CCCC1,1
COC(=O)c1ccc(NC(=O)C23CC4CC(C2)CC(n2cncn2)(C4)C3)cc1,1.1
CN(/N=C/c1ccncc1)c1cnc2ccccc2n1,0.4
CN1CCN(c2ccc(NC(=O)CN3CCOCC3)cc2F)CC1,1

(listing goes on)
SMILES	PMI act satM6P	TNAP act hi DEA	TNAP inh hi DEA	TNAP inh noacc	PMI activator	Diaph act CS	Diaphorase inh	G6PDH counter	HMGR II inh	FLuc act counter
O=[N+]([O-])c1ccc(CSc2nc3ccccc3[nH]2)cc1	1.1	1	1	-38	1	1	4	-9	-6	0.4
C=CCn1c(=O)[nH]c2cc(C(=O)N3CC=C(c4ccccc4)CC3)ccc2c1=O	0.9	1	2	-23	0.9	0.7	29	6	-4	1
O=C1NC2(CCCCC2)N=C1c1ccccc1	0.9	1	1	-13	1	1	2	5	1	1
Cc1ccccc1-n1c(Cn2c(=O)sc3ccccc32)nnc1SCC(N)=O	0.9	1	2	-7	0.9	1	3	13	-5	1
Cc1ccc(CCNC(=O)CN(C)S(=O)(=O)c2ccc3c(c2)c(=O)n(C)c(=O)n3C)cc1	1.1	1.1	-7	-17	1	1	2	10	-2	1
CC(=O)N1CCc2cc(S(=O)(=O)NC(Cc3ccccc3)C(=O)Nc3cc(C)ccn3)ccc21 (stereo not drawn)	1	1	-3	-22	1	0.9	7	5	0	1
O=C1CC(SCCO)C(=O)N1c1ccc(Oc2ccccc2)cc1 (stereo not drawn)	0.9	1	-4	-2	0.9	0.9	5	-4	-1	1
CCOCCCn1c(-c2ccc(Cl)cc2)n[nH]c1=S	1	1.1	-7	26	1	0.8	15	-2	2	1.1
O=C(Cc1c[nH]c2ccccc12)Nc1cccc(S(=O)(=O)N2CCCCC2)c1	1.1	1	-5	-3	1.2	0.9	8	10	3	1.1
O=C(CN1CCSCC1)N/N=C/c1ccccc1F	0.9	1	2	-4	0.9	0.8	19	5	-11	1
Cc1ccc(NC(=O)OCCNC(=O)OC(C)C)cc1	1	1	0	-8	1	0.9	7	16	-2	1
Cc1ccc(NC(=O)Cn2cccc2)cc1C	1.2	1	-2	0	1.2	1	-2	8	2	1
COc1ccc(-c2nc(CS(=O)CC(=O)NCc3ccccn3)c(C)o2)cc1 (stereo not drawn)	0.9	1	1	-8	1	0.8	16	1	-6	1
CC(C)OC(=O)c1c(NC(=O)c2cnn3c2NC(c2ccccc2)CC3C(F)(F)F)sc2c1CCCC2 (stereo not drawn)	1	1.1	-10	-13	1.1	0.9	10	4	-4	1.1
Cn1c(SCC(=O)NC2CC2)nnc1-c1ccco1	1.1	1.1	-8	-16	1.1	0.9	9	7	1	1
COc1cccc(CNC(=O)C2CCCN(c3nn4c(=O)cc(C)nc4s3)C2)c1 (stereo not drawn)	1.1	1	-4	-11	1	1	-2	1	1	1
O=C(CN(Cc1ccccc1F)C(=O)c1ccco1)NCc1ccc(F)cc1	0.9	1	-3	-8	0.9	0.8	22	4	-8	1.1
C=CC[C@@H]1C=C[C@H](O/N=C/[C@@H](NS(=O)(=O)c2ccc(C)cc2)[C@H](C)/C=C/CC(=O)OC)[C@@H](CO)O1	0.9	1	-1	-3	1	0.8	17	14	-2	1.1
CC(=O)c1nn(-c2cccc(Br)c2)cc1C(=O)c1ccccc1	1.1	1	0	-7	1	1	5	2	4	1.1
CN(C)c1ccc(N/C=C/C(=O)c2ccco2)cc1	0.7	0.8	15	-2	0.6	0.6	38	12	-1	0
Cc1ccc(S(=O)(=O)N(C)C)cc1NC(=O)CN1C(=O)NC2(CCCc3ccccc32)C1=O (stereo not drawn)	1	1	-3	-14	1	0.8	16	9	-1	1.1
O=C(CCC(=O)N1CCOCC1)c1ccc(F)cc1	0.9	1	-3	-12	1	0.9	6	2	0	1
COc1cc(C)c(-c2[nH]ncc2-c2csc(C)n2)c(O)c1	0.8	1	-1	-16	0.8	0.9	10	-4	-4	1
CC(C)CCN1CCN(Cc2cn[nH]c2C2CCCCC2)CC1CCO (stereo not drawn)	1	1	-2	1	1	0.9	9	7	-3	1.1
COc1ccc(/C=N/Nc2nc3ccccc3o2)cc1O	1.2	1.1	-9	23	1.2	0.8	17	10	-1	0.3
O=C1C(Cl)=C(Nc2cccc(O)c2)C(=O)N1Cc1ccccc1	0.7	1	-2	-9	0.8	0.8	22	4	2	1.1
Cc1ccc(NC(=O)c2sc(=S)n(-c3cc(C)ccc3F)c2N)cc1	1.1	1	2	-4	1	1	3	7	-8	1.1
O=C(Nc1ccccc1-c1nnn(CC(=O)N2CCN(c3ccccc3)CC2)n1)c1cccs1	0.9	1.1	-7	-6	0.9	0.7	31	0	-6	1.1
Cc1nn(-c2ccccc2)c(Cl)c1/C=N/NC(=O)c1cccc(S(=O)(=O)N2CCCC2)c1	1.1	1	-3	-3	1.1	0.9	9	10	-2	1.1
CCCCCCCCCCCCCCCC(=O)OC[C@H](COP(=O)([O-])OCC[N+](C)(C)C)OC(=O)CCCCCCCCCCCCCCC	1.1	1	0	-6	1.1	0.9	6	11	-10	1.1

In a second layout: 3 of the compounds above
Structure | PMI act satM6P | TNAP act hi DEA | TNAP inh hi DEA | TNAP inh noacc | PMI activator | Diaph act CS | Diaphorase inh | G6PDH counter | HMGR II inh | FLuc act counter
CCCCCCCCCCCCCCCC(=O)OC[C@H](COP(=O)([O-])OCC[N+](C)(C)C)OC(=O)CCCCCCCCCCCCCCC | 1.1 | 1 | 0 | -6 | 1.1 | 0.9 | 6 | 11 | -10 | 1.1
Cc1ccc(S(=O)(=O)N(C)C)cc1NC(=O)CN1C(=O)NC2(CCCc3ccccc32)C1=O (stereo not drawn) | 1 | 1 | -3 | -14 | 1 | 0.8 | 16 | 9 | -1 | 1.1
CN(C)c1ccc(N/C=C/C(=O)c2ccco2)cc1 | 0.7 | 0.8 | 15 | -2 | 0.6 | 0.6 | 38 | 12 | -1 | 0

(list continues)
SMILES	PMI act satM6P	TNAP act hi DEA	TNAP inh hi DEA	TNAP inh noacc	PMI activator	Diaph act CS	Diaphorase inh	G6PDH counter	HMGR II inh	FLuc act counter
CCOc1ccc(N(CC(=O)O)S(=O)(=O)c2cccnc2)cc1	1	1.1	-10	-13	1	0.8	18	-3	-1	1.1
COc1ccc(C[C@H]2CN3C(=NC[C@H]3Cc3ccccc3)N2CCNC(=O)CCC2CCCCC2)cc1	1	1.2	-18	-8	1	1.1	-6	2	9	1.1
Cc1nn(C)c(C)c1NC(=O)c1ccc(Br)o1	1	1	2	-9	1.1	0.9	8	9	2	1
CC1(C)CC(=O)C2=C(C1)OC(=O)C2(NC(=O)c1cccs1)C(F)(F)F (stereo not drawn)	1.1	1	-2	-13	1	0.9	8	-8	2	1
CCOC(=O)C1=C(C)NC(=O)C(C#N)C1c1ccco1 (stereo not drawn)	0.8	1.1	-6	-8	0.9	1	4	27	0	1
C=CCNC(=O)/C(=C\c1ccc2c(c1)OCO2)NC(=O)c1ccc(Br)cc1	1	1	-3	-11	1	1	2	4	-9	1.1
Cc1ccc(C(=O)Nc2ccc3c(c2)OCO3)cc1S(=O)(=O)N1CCCC1	0.9	1	-3	-12	0.9	0.8	20	-20	-1	0.9
CC1(C)CC(=O)c2sc(NC(=O)CCS(=O)(=O)c3ccccc3)nc2C1	1	1.1	-8	2	0.9	1	-3	23	-5	1
COC(=O)c1cc(NC(=O)CN(c2cccc(OC)c2)S(=O)(=O)c2ccccc2)ccc1Cl	0.9	1.1	-10	-16	0.8	0.8	23	-16	-3	1.1

From PubChem
